Screening results deposited in PubChem BioAssay by National Center for Advancing Translational Sciences (NCATS).
BRCA1 expr act = increases BRCA1 expression; MCF7-BRCA1-FFLuc reporter, luminescence, 48 h; response scale: scaled: vehicle 0%, 10 µM genistein 100%; Potency, µM (highest dose often 46.1 µM), without a hit: at the top dose activation, usual class: activators; 380,000 tested, 1.1% active; active means well fitted activation curve with a large enough effect; inconclusive means small, poorly fitted or top-dose-only effect; inactive means no such curve, though single readings can be large or run the other way; further: nearly all actives have a fitted effect of over 80% in size; some results filed as inactive show a strong effect at the top dose
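Cells: MCF7-BRCA1-FFLuc, 2000/well. Exposure: 48 h, 37 °C, 5% CO2. Read: luminescence, 15 min post-substrate. Controls: genistein 10 microM (maximal activation), DMSO (neutral).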
Active calls of the source: *. Potency means the concentration at half of the fitted maximal effect.

Screening CC(C)c1ccc(NC(=O)Nc2nc(C(N)COCc3ccccc3)cs2)cc1 (stereo unspecified) returned BRCA1 expr act -17.1%.
Screening Cc1ccc(CNc2ncnc3[nH]ncc23)cc1 returned BRCA1 expr act 2.9%.
Screening COc1ccc(NC(=O)N(C)[C@H]2C[C@H]3c4[nH]c5ccc(-c6ccc(OC)cc6)cc5c4CCN3C(=O)[C@H]2[C@H](C)O)cc1 returned BRCA1 expr act -70.7%.
For COc1nc(-c2ccccc2)ccc1-c1noc(-c2cccs2)n1 the results were BRCA1 expr act inconclusive.
For Cc1c(C(=O)NCc2ccc3c(c2)OCCO3)sc(=O)n1Cc1ccc(C(=O)N(C)C)cc1 the results were BRCA1 expr act -2.5%.
For CCOC(=O)N1CC(C)N(C(=S)Nc2ccccc2)CC1C (stereo unspecified) the results were BRCA1 expr act -14.9%.
Cc1ccc(NC(=O)C2(C)CCN2CCc2ccccc2)cc1 (stereo unspecified) was read as BRCA1 expr act 0.0%.
For Brc1cccc[n+]1CCCCCC[n+]1ccccc1Br the results were BRCA1 expr act -12.5%.
Screening CC(C)(C)OC(=O)N(Cc1ccccc1)Cc1ccccc1OCc1ccc(NC(=O)C2CCC2)cc1 returned BRCA1 expr act 0.8%.
COc1cccc(-c2cnc3c(NC(C)=O)cc(-c4ccc(S(C)(=O)=O)cc4)cn23)c1 was read as BRCA1 expr act -33.7%.
For O=C(O)c1cccc(NC(=O)c2ccccc2)c1 the results were BRCA1 expr act 14.2%.
CCOC(=O)CN1C(=O)N[C@@H](CCc2ccccc2)[C@H](C(C)=O)[C@H]1C was read as BRCA1 expr act -13.0%.
For O=C(CC[C@H]1O[C@@H](n2cnc3c(NC(=O)c4ccccc4)ncnc32)[C@H](O)[C@@H]1O)NCc1ccc2c(c1)OCO2 the results were BRCA1 expr act 0.0%.
`C=CCN1C(c2cccc(C(F)(F)F)c2)=CS/C1=C(\C#N)c1nnc(N2CCOCC2)n1-c1ccccc1` gave BRCA1 expr act -20.6%.
For Cc1cccc(CN2CCN(c3ccccn3)CC2)c1 the results were BRCA1 expr act -13.5%.
For CC(=O)Nc1cc(-c2ccc(N)cc2)cn2c(-c3cccc(C(F)(F)F)c3)cnc12 the results were BRCA1 expr act -8.7%.
`CC(C)NC(=O)Cn1nnc(-c2ccccc2)c1COc1ccc2ccccc2c1` gave BRCA1 expr act -13.0%.
`CC1(Oc2cnc(Cl)c3ccccc23)CCN(Cc2ccc(OC(F)(F)F)cc2)C1` (stereo unspecified) gave BRCA1 expr act 18.1%.
`Cn1c(=O)c2cc(NC(=O)CCc3ccccc3)ccc2n1Cc1cccc(C(F)(F)F)c1` gave BRCA1 expr act -43.6%.
Screening CCOC(=O)C(C#N)(Cc1ccc2ccccc2n1)Cc1ccc2ccccc2n1 returned BRCA1 expr act -42.5%.
`Cc1cn(CC(=O)NCC(c2ccccc2)c2ccccc2)c(=O)[nH]c1=O` gave BRCA1 expr act 8.8%.
For COc1ccc(CNC(=O)C2(C)Cc3c(-c4cccc(NC(C)=O)c4)ccnc3O2)cc1OC (stereo unspecified) the results were BRCA1 expr act -14.4%.
`CC(C)CN1CCC(C(=O)NC(c2ccc(F)cc2)c2ccc3ccccc3n2)CC1` (stereo unspecified) gave BRCA1 expr act -14.4%.
`COc1cccc(CN2CCC(C(=O)NC(C)c3cccc4ccccc34)CC2)c1` (stereo unspecified) gave BRCA1 expr act 0.0%.
Screening O=C(COc1ccccc1C(=O)Nc1ccccc1)NC1CCCCC1 returned BRCA1 expr act 0.0%.
CCCC#Cc1cnc2c(c1)C(=O)N([C@H](C)CO)C[C@@H](C)[C@@H](CN(C)C(=O)Nc1cccc(F)c1)O2 was read as BRCA1 expr act -6.9%.
Screening CC(=O)c1c(C)oc2ccc(N(C(C)=O)S(=O)(=O)c3ccc(Br)cc3)cc12 returned BRCA1 expr act -61.5%.
`Cc1cn([C@H]2C[C@H](O)[C@@H](CNC(=O)[C@H](N)C3CC3)O2)c(=O)[nH]c1=O` gave BRCA1 expr act -0.3%.
CC(C)CC(N)c1csc(Nc2ccc(C(=O)NCCCO)cn2)n1 (stereo unspecified) was read as BRCA1 expr act 6.6%.
CCOC(=O)[C@H]1[C@H]2COc3ccc(OC)cc3[C@H]2N2C(=O)CN(Cc3ccccc3)C(=O)[C@@]12C was read as BRCA1 expr act 9.9%.
`CN(C(=O)c1ccc(NC(=O)Cc2ccc(NC(=O)C3CCN(C(=O)C4CC4)CC3)cc2)cc1)C1CCCC1` gave BRCA1 expr act 0.0%.
For CC(=O)Nc1ccc(-c2ccnc3c2CC(C(=O)NCC2CCOCC2)O3)cc1 (stereo unspecified) the results were BRCA1 expr act -42.9%.
CSC1=NC=C(C#N)C2=NC(c3c(Cl)cccc3Cl)NN12 (stereo unspecified) was read as BRCA1 expr act -37.8%.
For COC(=O)Cc1ccc(OC2(C)CCN(Cc3ccccc3OC(F)F)C2)cc1 (stereo unspecified) the results were BRCA1 expr act 8.9%.
Screening CCOC(=O)CN1CCC(C2(c3cc4ccccc4[nH]3)OCCO2)CC1 returned BRCA1 expr act -9.7%.
O=C1c2cccc(Cl)c2C(=O)N1c1ccccn1 was read as BRCA1 expr act -4.7%.
For CCOC(=O)c1ccccc1OC(=O)NNc1ccccc1 the results were BRCA1 expr act -29.2%.
For COc1ccccc1-c1csc(C(O)(c2ccccc2)C(F)(F)F)n1 (stereo unspecified) the results were BRCA1 expr act -20.9%.
`CCCCCC(=O)N1C[C@H](O)[C@@H](n2cc(C3CC3)nn2)C[C@@H]1c1ccc(C)cc1` gave BRCA1 expr act -22.5%.
Screening CC1(C(=O)N2Cc3ccccc3C2)CCN1C(=O)Cc1ccccc1 (stereo unspecified) returned BRCA1 expr act 27.0%.
`NCCCC[C@H]1CN=C(N)N1CCCCC1CCCCC1` gave BRCA1 expr act 11.2%.
CCc1nc2ccc(C(=O)NCCOc3ccc(OC)cc3)cn2c1N(CC)CCN(C)C was read as BRCA1 expr act -4.6%.
For O=C(NC1CCCCC1)c1nc(C2CCNCC2)oc1-c1ccccc1 the results were BRCA1 expr act 11.7%.
For CC(C)n1nnnc1C1c2ccccc2C(=O)N1C1CC1 (stereo unspecified) the results were BRCA1 expr act 16.0%.
`C=CCOC(=O)C1=C[C@H](c2coc3ccccc3c2=O)C[C@H](OCCCCO)O1` gave BRCA1 expr act 0.0%.
Screening C/C=C/c1cccc(-c2nc(C(=O)NC3CCC3)cc3c2[C@@H](CCO)N(S(=O)C(C)(C)C)C3)c1 (stereo partly specified) returned BRCA1 expr act 1.4%.
`CCCC(=O)N1CCC1(C)C(=O)NCc1ccccc1SC` (stereo unspecified) gave BRCA1 expr act 14.3%.
Screening COc1ccc(C(=Cc2cc(OC)c(OC)cc2[N+](=O)[O-])C(=O)O)cc1 returned BRCA1 expr act 5.1%.
Screening C=C(C)Cn1c2ccc(NC(=O)NCCc3ccccc3)cc2c(=O)n1C returned BRCA1 expr act 3.1%.
`O=C(c1ccc(Cl)cc1)N1CCC(=O)N(C(CO)Cc2ccccc2)CC1` (stereo unspecified) gave BRCA1 expr act 6.0%.
`Nc1ncnc2c1ccn2[C@H]1CN(Cc2ccc3c(c2)OCO3)C[C@@H](CO)O1` gave BRCA1 expr act -2.9%.
CCOc1ccc(C2OCCC(C)O2)cc1OC (stereo unspecified) was read as BRCA1 expr act -13.0%.
C[C@H]1CN([C@@H](C)CO)S(=O)(=O)c2ccc(Br)cc2O[C@@H]1CN(C)Cc1cccc(F)c1 was read as BRCA1 expr act -33.9%.
Screening CCOc1ccc2nc(NCCCNS(=O)(=O)c3ccc(F)cc3)c(C#N)cc2c1 returned BRCA1 expr act -57.9%.
For O=C(OCc1cn([C@@H]2C[C@H](c3ccccc3)N(C(=O)c3cccs3)C[C@H]2O)nn1)c1ccccc1 the results were BRCA1 expr act -24.6%.
For COCCn1c(SCC(=O)NCCCN2CCCC2=O)nc2sc3c(c2c1=O)CCCC3 the results were BRCA1 expr act -21.9%.
Screening COc1ccc(NC(=O)C2(C)CCN2C(=O)c2ccccc2CCc2ccccc2)cc1OC (stereo unspecified) returned BRCA1 expr act -23.9%.
For Cc1cccc(C(O)c2ncc(-c3ccc(C(F)(F)F)cc3)[nH]2)c1C (stereo unspecified) the results were BRCA1 expr act 3.8%.
Screening COc1ccc(Cn2nnnc2C(c2ccccn2)N2CCN(c3ccc(O)cc3)CC2)cc1 (stereo unspecified) returned BRCA1 expr act 1.7%.
`Cc1cccc(NC(=O)c2sc3nc(C)nc(N4CCOCC4)c3c2C)c1` gave BRCA1 expr act 38.2%.
CSc1ccc(CNC(=O)C2CCC(=O)N(CCc3ccc(Cl)cc3)C2)cc1 (stereo unspecified) was read as BRCA1 expr act -12.1%.
For C[C@H]1CCC[C@@]2(O[C@H](CCO)C[C@H](O)[C@H]2O)O1 the results were BRCA1 expr act 11.6%.
`CC(C)C1C(=O)N(Cc2cn(Cc3ccco3)nn2)CCS(=O)(=O)N1Cc1ccc(-c2ccc(Cl)c(Cl)c2)cc1` (stereo unspecified) gave BRCA1 expr act -58.7%.
For O=C(c1cc2c(c(-c3cccc(-c4ccncc4)c3)n1)[C@H](CCO)N(C(=O)c1ccc3c(c1)OCO3)C2)N1CCOCC1 the results were BRCA1 expr act 2.2%.
CC(=O)N(C)C[C@H]1Oc2cc(Br)ccc2S(=O)(=O)N([C@H](C)CO)C[C@@H]1C was read as BRCA1 expr act 9.6%.
Screening COc1cccc(Nc2nc(C(C)N)cs2)n1 (stereo unspecified) returned BRCA1 expr act 0.0%.
`CN1C(=O)NC(=O)C1c1ccccc1` (stereo unspecified) gave BRCA1 expr act 1.5%.
O=C(CCCc1ccccc1)NCCS(=O)(=O)N1CCN(c2ccccc2)CC1 was read as BRCA1 expr act -41.6%.
Nc1ccc2c(O)cc(S(=O)(=O)O)cc2c1 was read as BRCA1 expr act -60.9%.
`CNC(C)C(=O)NC(C(=O)NC(C)C(=O)NNc1ccccc1)C(C)C` (stereo unspecified) gave BRCA1 expr act 14.8%.
Cc1ccc(NC(=O)CN2CCN(C(=O)c3ccco3)CC2)cc1S(=O)(=O)N(C)C was read as BRCA1 expr act -2.0%.
For O=C1/C(=C\c2ccc(O)cc2)CCC1CNc1ccc(Cl)cc1 (stereo unspecified) the results were BRCA1 expr act -3.9%.
CC(C)C[C@@H](CN1CCC[C@H]1CN1C(=O)C(=O)NC[C@@H]1Cc1ccc(O)cc1)N1C[C@H](Cc2ccc(O)cc2)N(CC2CCCCC2)C(=O)C1=O was read as BRCA1 expr act 21.2%.
Screening Cc1ccccc1-c1cc2nc(Oc3cccc(F)c3)n(C)c(=O)c2s1 returned BRCA1 expr act -4.9%.
For NC(=O)C1(NC2CCCCC2)CCN(Cc2ccccc2)CC1 the results were BRCA1 expr act 2.3%.
`C[C@@H]1CN([C@H](C)CO)C(=O)CCCn2cc(nn2)CO[C@H]1CN(C)C(=O)CCC(F)(F)F` gave BRCA1 expr act 3.5%.
`CC(=O)c1cccc(NC(=O)C2Cc3c(-c4ccc(Cl)cc4)ccnc3O2)c1` (stereo unspecified) gave BRCA1 expr act -42.7%.
O=C(NC1CCC1)C1CCC(=O)N(Cc2ccc(Cl)cc2)C1 (stereo unspecified) was read as BRCA1 expr act -7.8%.
`O=C(O)/C=C\C(=O)Nc1ccccc1C(=O)N1CCC(O)(c2ccc(Cl)cc2)CC1` gave BRCA1 expr act -16.7%.
`Cn1c(=O)c2cc(NC(=O)NCc3ccc(Cl)cc3Cl)ccc2n1Cc1ccccc1` gave BRCA1 expr act 9.7%.
Screening O=C(Cc1ccc(NC(=O)C2CCN(C(=O)C3CCCCC3)CC2)cc1)Nc1ccc(C(=O)N2CCOCC2)cc1 returned BRCA1 expr act -1.3%.
Cc1cccc(C)c1-c1ccc(CN2C(CC(C)C)C(=O)N(Cc3cn(CCO)nn3)CCS2(=O)=O)cc1 (stereo unspecified) was read as BRCA1 expr act -44.9%.
Screening CC(=O)c1cccc(-c2ccnc3c2CC(C(=O)NCc2ccco2)O3)c1 (stereo unspecified) returned BRCA1 expr act -39.4%.
`NCc1cn(Cc2ccccc2)nc1-c1ccccc1` gave BRCA1 expr act 26.3%.
`CCc1ccc2[nH]c(=O)c(CN(Cc3ccccc3)Cc3nnnn3C(C)(C)C)cc2c1` gave BRCA1 expr act -57.7%.
Screening COc1cc(NC(=O)CNC(=O)Cn2cnc3sc(C)c(C)c3c2=O)cc(OC)c1OC returned BRCA1 expr act -3.5%.
For Cc1noc(C)c1COc1ccccc1C(=O)NC(C)CCc1ccccc1 (stereo unspecified) the results were BRCA1 expr act -19.1%.

No new results follow: an excerpt of the list.
CC(C)C[C@@H](CN1CCC[C@H]1CN1C(=O)C(=O)NC[C@@H]1Cc1ccc(O)cc1)N1C[C@H](Cc2ccc(O)cc2)N(CC2CCCCC2)C(=O)C1=O was read as BRCA1 expr act 21.2%.
Screening Cc1ccccc1-c1cc2nc(Oc3cccc(F)c3)n(C)c(=O)c2s1 returned BRCA1 expr act -4.9%.
For NC(=O)C1(NC2CCCCC2)CCN(Cc2ccccc2)CC1 the results were BRCA1 expr act 2.3%.
`C[C@@H]1CN([C@H](C)CO)C(=O)CCCn2cc(nn2)CO[C@H]1CN(C)C(=O)CCC(F)(F)F` gave BRCA1 expr act 3.5%.
`CC(=O)c1cccc(NC(=O)C2Cc3c(-c4ccc(Cl)cc4)ccnc3O2)c1` (stereo unspecified) gave BRCA1 expr act -42.7%.
O=C(NC1CCC1)C1CCC(=O)N(Cc2ccc(Cl)cc2)C1 (stereo unspecified) was read as BRCA1 expr act -7.8%.
`O=C(O)/C=C\C(=O)Nc1ccccc1C(=O)N1CCC(O)(c2ccc(Cl)cc2)CC1` gave BRCA1 expr act -16.7%.
`Cn1c(=O)c2cc(NC(=O)NCc3ccc(Cl)cc3Cl)ccc2n1Cc1ccccc1` gave BRCA1 expr act 9.7%.
Screening O=C(Cc1ccc(NC(=O)C2CCN(C(=O)C3CCCCC3)CC2)cc1)Nc1ccc(C(=O)N2CCOCC2)cc1 returned BRCA1 expr act -1.3%.
Cc1cccc(C)c1-c1ccc(CN2C(CC(C)C)C(=O)N(Cc3cn(CCO)nn3)CCS2(=O)=O)cc1 (stereo unspecified) was read as BRCA1 expr act -44.9%.

This is a subset, so the mix of outcomes need not match the whole.
